Bioassay records deposited in PubChem BioAssay by Broad Institute.
PGC1a acetyl inh: inhibitors of PGC1a acetylation signal, primary screen, cell-based, U2OS, AlphaScreen, inhibitor mode; AlphaScreen anti-acetyl-lysine; with virally co-expressed GCN5 acetyltransferase; inhibition, % at 15.6 µM; 350,000 compounds, 0.17% hits;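 active = every replicate shows inhibition of at least 40%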;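 note: 0% = neutral control wells and 100% = positive control wells; some results beyond the cut were filed as inactive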
ERAP1 inh: human ERAP1 aminopeptidase inhibitors, primary screen, biochemical, single point, plate reader; 340,000 compounds, 0.15% hits; recombinant ERAP1, Leu-AMC fluorescence, 60 min; Endoplasmic reticulum aminopeptidase 1 (Homo sapiens), Q9NZ08; inhibition, % at 10.7 µM;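 active = mean replicate inhibition of at least 30%, or all replicates individually reaching that 30% level; inactive = mean below 30% and not every replicate reaching it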;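 note: 0% = neutral control wells and 100% = L-leucinethiol positive control wells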
Target sequence (Q9NZ08 whole entry, looked up): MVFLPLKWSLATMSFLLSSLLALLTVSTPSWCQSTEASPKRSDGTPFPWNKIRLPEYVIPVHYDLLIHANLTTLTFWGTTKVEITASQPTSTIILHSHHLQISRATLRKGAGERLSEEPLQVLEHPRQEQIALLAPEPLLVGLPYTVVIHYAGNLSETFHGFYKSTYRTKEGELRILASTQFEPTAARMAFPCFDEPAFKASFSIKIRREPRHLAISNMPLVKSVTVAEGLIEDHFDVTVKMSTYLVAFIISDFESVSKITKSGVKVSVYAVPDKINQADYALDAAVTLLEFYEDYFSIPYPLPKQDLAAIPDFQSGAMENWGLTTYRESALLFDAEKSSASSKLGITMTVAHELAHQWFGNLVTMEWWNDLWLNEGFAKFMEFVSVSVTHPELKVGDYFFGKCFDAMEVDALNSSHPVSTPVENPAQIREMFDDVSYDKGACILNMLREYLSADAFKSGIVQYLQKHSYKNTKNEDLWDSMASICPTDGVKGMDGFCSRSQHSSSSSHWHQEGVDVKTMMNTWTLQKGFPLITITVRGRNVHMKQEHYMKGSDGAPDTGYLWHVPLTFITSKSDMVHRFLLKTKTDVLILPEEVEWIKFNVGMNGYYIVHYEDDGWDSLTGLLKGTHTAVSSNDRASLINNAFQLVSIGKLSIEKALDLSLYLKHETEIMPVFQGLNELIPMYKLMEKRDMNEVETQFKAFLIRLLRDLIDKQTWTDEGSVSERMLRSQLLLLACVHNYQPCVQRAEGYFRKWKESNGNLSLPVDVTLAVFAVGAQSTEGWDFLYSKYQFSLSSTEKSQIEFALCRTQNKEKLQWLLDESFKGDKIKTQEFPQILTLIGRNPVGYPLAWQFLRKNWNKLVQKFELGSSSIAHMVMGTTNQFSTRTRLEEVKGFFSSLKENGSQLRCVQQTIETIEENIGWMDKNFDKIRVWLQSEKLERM
Cneo AK release: Cryptococcus neoformans cell lysis inducers, primary screen, AK release luminescence, single concentration; C. neoformans lysis, adenylate kinase release luminescence, 4 h; normalised: neutral wells 0, clomiphene wells 100; lysis activity, % at 15 µM; 360,000 compounds, 0.2% hits; AID 651654, 2012;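 active = mean lysis activity across replicates of at least 80%, whatever share of replicates individually reach that level; inactive = mean lysis activity below 80%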
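Material – log-phase Cryptococcus neoformans yeast cells · Input – 5 × 10^6 yeast cells/mL · Medium – fresh YPD growth medium · Doses – single compound concentration per well · Timing – static 4 h at 37 °C with compound, 1 h detection · Detection – adenylate kinase release luminescence · Read-out – signal increase indicating cell lysis · Control set – Clomiphene as positive lysis control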
SIRT5 block: SIRT5 desuccinylase inhibitors, primary screen, biochemical, fluorescence imaging, single point, set 5; NAD-dependent protein deacylase sirtuin-5, mitochondrial (Homo sapiens), Q9NXA8; Purified SirT5, succinyl-peptide AMC, trypsin-coupled fluorescence; inhibition, % at 15 µM; 330,000 compounds, 1.1% hits; in the data active = inhibition above about 15%
Xi reactivation: activators of inactive X chromosome reactivation, primary screen, imaging, XiGFP fibroblasts, GFP high-content imaging, set 2; XiGFP mouse fibroblasts, % GFP-positive cells imaging, 3 d; cells co-treated with 5-aza-dC sensitizer; scaled so ellipticine positive control = 100%; activation, % at 7.58 µM; 360,000 compounds, 0.055% hits;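 active = mean normalized replicate activation at least 10% and every replicate at or above 10%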;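 note: 0% = median of on-plate neutral control wells and 100% = ellipticine 6 µM median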
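Material: XiGFP fibroblasts, SV40-immortalized; Buffer or medium: DMEM containing 5-aza-dC; Compound dosing: single point; Times: 3 days compound exposure.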
S100A4 MyoIIA: inhibitors of S100A4-myosin IIA peptide binding, primary screen, biochemical, fluorescence polarization, TAMRA-MyoIIA peptide. Protein S100-A4 (Homo sapiens), P26447. inhibition, % at 10.7 µM. 360,000 compounds, 0.14% hits;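 active = mean inhibition of at least 70% across replicates, with every replicate also reaching that level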
Target sequence (P26447 whole entry, looked up): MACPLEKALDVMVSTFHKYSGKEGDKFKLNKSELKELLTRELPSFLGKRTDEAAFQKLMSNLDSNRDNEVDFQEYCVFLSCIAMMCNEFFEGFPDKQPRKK
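Test system: S100A4 monomer protein. Medium: HEPES buffer with Ca2+, pH 7.2. Reagent: fluorescent myosin IIA peptide, 5 nM. Compound dosing: single-point compound testing. Timing: 5 min between mix addition and reading. Benchmarks: DMSO neutral and TFP positive wells.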
LGR2 inh: inhibitors of bursicon-induced LGR2 CRE-luciferase signal, primary screen, cell-based, HEK293, CRE-luciferase reporter, bursicon stimulation. bursicon-stimulated, 4 h. inhibition, % at 9.99 µM. 380,000 compounds, 0.35% hits. AID 720647, 2013;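 active = drop in luminescence signal, shown as inhibition above about 50% in the replicate tests, limit read from the data, passing the limit was not always enough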;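 note: agonist challenge used bursicon conditioned medium at about half maximal strength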
C2C12 statin: suppressors of statin myotoxicity in C2C12 myotubes, primary screen, cell-based, single point, plate reader; C2C12 myotubes + simvastatin, ATP luminescence, 48 h; scaled: DMSO 0, geranylgeraniol control 100; 330,000 compounds, 0.78% hits; rescue of ATP level, % at 7.49 µM;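 active = mean ATP rescue above about 67%, or every replicate alone reaching that limit, limit read from the data, passing the limit was not always enough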;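 note: myotubes were challenged with 10 µM simvastatin during compound exposure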
* hit, by the source's call; . = no result given; & = joins results of further samples.

SMILES	PGC1a acetyl inh	ERAP1 inh	Cneo AK release	SIRT5 block	Xi reactivation	S100A4 MyoIIA	LGR2 inh	C2C12 statin
C[C@@H]1CN([C@H](C)CO)C(=O)c2cccc(NC(=O)Nc3ccccc3)c2O[C@@H]1CN(C)S(=O)(=O)c1ccccc1	-1	-2	1	7	0.1	-3	20	65*
COc1ccccc1C=NN=Cc1ccccc1O	.	-2	.	-1	0.0	-3	-67	.
CCN(CC)CCN(C(=O)Cn1nnc(-c2ccc(OC)c(OC)c2)n1)C(C(=O)NC1CCCC1)c1ccc(F)cc1 (stereo not drawn)	0	-4	-2	-2	.	-1	1	9
COc1ccc(C2=Nn3c(nnc3-c3cccnc3)SC2)cc1	-3	5	.	-1	.	0	-8	-2
COc1ccc(NC(=O)N(C)C[C@@H]2Oc3c(NS(=O)(=O)c4ccc(F)cc4)cccc3C(=O)N([C@H](C)CO)C[C@H]2C)cc1	-5	.	2	.	0.8	.	6	16
CCCc1c(-c2ccccc2)ncn1Cc1ccccc1OC	.	14	.	.	-0.1	1	18	.
Cc1ccc(-c2cnc3c(c2)C(=O)N([C@H](C)CO)C[C@@H](C)[C@H](CN(C)C(=O)c2ccc(F)cc2)O3)cc1	15	1	8	-1	-0.6	16	1	15
COCC#Cc1cnc2c(c1)C(=O)N([C@@H](C)CO)C[C@H](C)[C@H](CN(C)C(=O)c1ccc3c(c1)OCO3)O2	11&-4	0&0	-1&2	-1&-1&0	0.1&-0.1	-7&-7&-10	1&-11	0&9
COc1ccc(Oc2ccc(C(F)(F)F)cc2NC(=O)c2ccc(F)cc2)cc1	-3	0	0	-2	0.0	-6	4	.
COc1ccc(NC(=O)N2CC(=O)N3[C@@H](CO)[C@H](c4ccc(C5=CCCC5)cc4)[C@@H]3C2)cc1	2	2	.	3	0.0	-8	-7	.
CN(C)CC#Cc1ccc([C@H]2[C@H](CO)N3CCCCN(C(=O)Nc4ccccc4F)C[C@@H]23)cc1	-10	.	3	.	0.1	.	4	9
C[C@H](CO)N1C[C@H](C)[C@H](CN(C)C(=O)CN2CCOCC2)Oc2ncc(C#C[C@@H](C)O)cc2C1=O	5	5	-1	1	0.0	-3	-2	24
COc1cc(/C=C/C(=O)N2CCCN(C(=O)/C=C/c3cc(OC)c(OC)c(OC)c3)CC2)cc(OC)c1OC	7	.	.	.	0.0	.	4	2
Cc1nc(NS(=O)(=O)c2ccccc2)sc1NC(=O)OCCN(C)C	10	.	-1	.	.	.	9	-7
N#C[C@@H]1[C@@H](c2ccccc2-c2ccc(F)cc2)[C@@H](CO)N1c1ncc(-c2ccccc2)s1	3	4	.	.	0.0	13	20	.
CN1CCN(C(=O)C[C@@H]2CC[C@H]3[C@@H](COC[C@@H](O)CN3S(=O)(=O)c3cccc(F)c3)O2)CC1	-1	-9	-4	4	0.1	3	33	-8
CC(C)NC(=O)Nc1cccc2c1O[C@@H](CN(C)C(=O)Nc1cccc3ccccc13)[C@H](C)CN([C@H](C)CO)C2=O	-6	-1	5	2	0.5	3	-8	-2
COc1ccc(NC(=S)N2CCc3ccccc3C2)cc1OC	8	-2	-2	4	0.1	5	-31	-2
O=C(Nc1ccccc1)[C@H]1[C@H](CO)[C@H]2Cn3c(cccc3=O)[C@H]2N1C(=O)C1CCC1	.	6	-3	2	0.1	9	-14	19
CC(C)CCNC(=O)C12CN(Cc3ccccc3)CC1C(c1ccc([N+](=O)[O-])cc1)=NO2 (stereo not drawn)	-11	.	-4	.	-0.1	-2	15	-1

Profiles as entered above. Values in the order: PGC1a acetyl inh	ERAP1 inh	Cneo AK release	SIRT5 block	Xi reactivation	S100A4 MyoIIA	LGR2 inh	C2C12 statin
Profile of COc1ccccc1C=NN=Cc1ccccc1O = .	-2	.	-1	0.0	-3	-67	.
Profile of COc1ccc(NC(=S)N2CCc3ccccc3C2)cc1OC = 8	-2	-2	4	0.1	5	-31	-2

New compounds follow.
SMILES	PGC1a acetyl inh	ERAP1 inh	Cneo AK release	SIRT5 block	Xi reactivation	S100A4 MyoIIA	LGR2 inh	C2C12 statin
CCN(CC)CCNC(=O)Cc1nn(Cc2ccccc2)c(=O)c2ccccc12	.	-1	-1	-2	0.2	-23	18	-3
COc1ccc(-c2ccc([C@@H]3[C@@H](CO)N4C(=O)CN(C(=O)C5CCOCC5)C[C@H]34)cc2)cc1	-7	0	.	-2	0.0	3	12	.
COc1ccccc1N(C(=O)CNC(=O)c1ccco1)C(C(=O)NCC1CCCO1)c1ccccc1 (stereo not drawn)	.	-3	-1	-2	0.4	-2	-3	6
C[C@@H]1CN([C@H](C)CO)C(=O)c2cccc(NC(=O)c3ccncc3)c2O[C@@H]1CN(C)C(=O)Nc1ccc(C(F)(F)F)cc1	4	3	5	1	-0.1	-7	18	9
Cc1ccc(S(=O)(=O)Nc2ccc(S(=O)(=O)N3CCOCC3)cc2)cc1[N+](=O)[O-]	0	-2	1	0	0.0	-4	3	-10
CCCn1c(N)c(C(=O)CSc2nc3ccccc3c(=O)n2Cc2ccccc2)c(=O)[nH]c1=O	-6	-1	.	-1	0.2	-3	-9	.
C/C=C/c1cnc2c(c1)C(=O)N([C@H](C)CO)C[C@H](C)[C@H](CN(C)Cc1ccc3c(c1)OCO3)O2	-1	.	4	-3	-1.4	-8	-7	-4
O=C(COC(=O)c1cccc(S(=O)(=O)N2CCN(c3ccccc3)CC2)c1)NCC1CCCO1 (stereo not drawn)	-2	.	0	-3	0.3	7	-11	.
Cc1ccc(S(=O)(=O)CCC(=O)Nc2sccc2C#N)cc1	5	-3	1	-3	0.2	-20	-24	-23
C[C@H](CO)N1C[C@H](C)[C@H](CN(C)C(=O)Nc2ccc(F)cc2)Oc2c(NC(=O)c3cnccn3)cccc2C1=O	24	5	-5	0	0.0	1	-7	-30
O=C(O)c1ccccc1Cc1ccc(F)c2ccccc12	9	-1	0	-2	0.2	8	-14	5
COc1cc(OC)c(S(=O)(=O)Nc2ccc(C(=O)N3CCCC3)cc2)cc1NC(C)=O	-11	4	.	-3	0.4	-1	29	.
CO[C@@H]1CN(C)C(=O)c2cc(C#N)ccc2OCC[C@@H]2CC[C@@H](OC)[C@@H](CN(C)C(=O)[C@H]1C)O2	.	-4	5	-10	0.2	5	-8	-5
CCC(CC)C(=O)NCCCCc1ccccc1	-7	.	1	.	-0.1	.	-7	-10
Cc1cccc(S(=O)(=O)N2CCC[C@H]2C(=O)N2CCC[C@@H]2C(=O)NCc2ccccc2)c1	.	-8	.	-2	0.1	-3	-3	.
O=C(CN1CCCCC1)N1N=C(c2cccs2)CC1c1cccs1 (stereo not drawn)	.	2	-1	-3	0.3	7	-6	-7
CC(C)(C)NC(=O)C(c1ccc(O)cc1)N(C(=O)CCC(=O)Nc1nccs1)c1ccccc1F (stereo not drawn)	-4	4	.	-6	0.2	1	21	.
C#CCNC(=O)C1=C[C@@H](C2CC2)[C@H](CCCO)[C@@H](OCC)O1	1	3&-2	1&2	-1	0.0	13&-1	2	0
Cc1cc(O)cc(=O)n1-c1cc(Cl)cc(Cl)c1	.	-1	.	.	0.0	-2	-13	.
C[C@@H]1CN([C@@H](C)CO)S(=O)(=O)c2ccc(C#Cc3ccncc3)cc2O[C@H]1CN(C)S(=O)(=O)c1ccccc1	-2	1	0	12	-1.9	-16	36	-7

Two consecutive compounds out of the list so far, quoted:
SMILES	PGC1a acetyl inh	ERAP1 inh	Cneo AK release	SIRT5 block	Xi reactivation	S100A4 MyoIIA	LGR2 inh	C2C12 statin
CCN(CC)CCNC(=O)Cc1nn(Cc2ccccc2)c(=O)c2ccccc12	.	-1	-1	-2	0.2	-23	18	-3
COc1ccc(-c2ccc([C@@H]3[C@@H](CO)N4C(=O)CN(C(=O)C5CCOCC5)C[C@H]34)cc2)cc1	-7	0	.	-2	0.0	3	12	.

The results go on:
SMILES	PGC1a acetyl inh	ERAP1 inh	Cneo AK release	SIRT5 block	Xi reactivation	S100A4 MyoIIA	LGR2 inh	C2C12 statin
Cc1csc(NS(=O)(=O)c2cccc([N+](=O)[O-])c2)n1	4	-1	0	0	0.0	2	-19	0
COC(=O)[C@@H]1C(c2ccccc2)(c2ccccc2)[C@@]1(C)C(=O)OC	.	-5	.	3	4.6	11	4	.
N#C[C@]1(S(=O)(=O)c2ccccc2)C[C@@H]2ON=C(c3cccc(Br)c3)[C@@H]2C1	3	1	-1	.	0.0	6	-3	-36
O=C(NCCO)c1nc(C(=O)c2ccccc2)c2ccccc2n1	-2	0	-1	.	0.0	11	-9	3
COC(=O)c1cc(NC(=O)CC2Oc3ccccc3NC2=O)cc(C(=O)OC)c1 (stereo not drawn)	-7	-5	-1	-3	0.1	-2	-2	-13
COCC(=O)N1C[C@H]2[C@@H](c3ccccc31)[C@@H](CO)N2C(=O)C1CCOCC1	6	-2	-1	2	0.3	-8	10	-26
C[C@H]1CN([C@@H](C)CO)C(=O)c2cc(C3=CCCC3)cnc2O[C@H]1CN(C)Cc1cccc(F)c1	-2	-1	-1	6	-0.3	-6	-1	51
CCCCC(=O)NC1(C(F)(F)F)NC(=O)N(Cc2ccccc2)C1=O (stereo not drawn)	-7	-1	-1	1	-0.2	-3	3	7
COCC#Cc1cnc2c(c1)C(=O)N([C@H](C)CO)C[C@@H](C)[C@H](CN(C)Cc1ccc3c(c1)OCO3)O2	-1	2	5	-2	-0.9	0	-5	-3
Cc1ccc(OCC(=O)Nc2ccc(N3CCOCC3)cc2)c([N+](=O)[O-])n1	-6	1	0	-2	-0.1	-2	-23	2
COc1cccc(Nc2ccc([N+](=O)[O-])c3nonc23)c1	6	3	11	1	0.0	-2	-4	-6
COc1ccccc1-n1c(-c2ccccc2)c[nH]c1=S	9	0	.	0	0.0	9	-11	.
CCc1nc(N[C@H](C(=O)O)C(C)C)c2oc3ccccc3c2n1	3	0	.	1	0.0	-4	-7	.
C[C@@H]1CCCCO[C@@H](CN(C)C(=O)Nc2ccc(F)cc2)[C@@H](C)CN([C@@H](C)CO)C(=O)c2cc(NC(=O)Nc3ccc(F)cc3)ccc2O1	3	2	0	3	0.1	-9	19	.
COC(=O)c1ccc2nc(-c3cccc(Br)c3)c(Cc3ccccc3OC)n2c1	.	-1	.	-4	-0.1	-2	-23	.
O=C(CN1C(=O)COc2ccccc21)NCc1ccccn1	6	.	0	.	.	.	-20	4
O=C(CN1C2=NCCN2c2ccccc21)c1ccc(Br)s1	3	0	1	-2	0.0	-3	11	-46
O=C(O)c1ccccc1Nc1ccnc(C(F)(F)F)c1	.	0	6	1	0.0	0	9	4
C/C(CC(=O)Nc1cc(C)ccn1)=N\NC(=O)C(=O)NC(C)C	2	6	.	-2	0.0	-4	11	.
Cc1nc(Cl)c2c(n1)NC1=C(O2)C(=O)CCC1	1	1	.	-1	0.6	5	26	.

An excerpt, so the mix of outcomes need not match the whole.
